From PubChem BioAssay
HIV peptide binding: cell-free HIV fusion peptide-binding blockers – biochemical, uHTS, fluorescence dequenching, primary screen (AID 1986). cell-free peptide binding, fluorescence dequenching, 30 min; higher % means a stronger effect. one-dose inhibition, % at 20 µM; IC50 in µM for titrated hits. 290,000 tested, 0.3% active; in the data active = inhibition mostly above about 52%, no sharp cut-off; inactive = mostly below about 76%; note: some results filed as inactive read as strong as hits
LYP phosphatase: PTPN22 lymphoid phosphatase activity blockers – biochemical, fluorescence intensity, uHTS (AID 1779) | recombinant LYP phosphatase, fluorescence intensity; higher % means a stronger effect | one-dose inhibition, % at 11.5 µM; IC50 in µM for titrated hits | 290,000 tested, 0.054% active; in the data active = inhibition above about 50%;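 note: plate controls were vehicle with enzyme for no effect and no enzyme for full effect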
MgcRacGAP inhibition: MgcRacGAP GTPase-activating activity inhibitors, confirmation, biochemical, ADP Hunter fluorescence; MgcRacGAP-stimulated Rac1 GTP hydrolysis, ADP Hunter fluorescence; higher % means a stronger effect; GST-tagged Rac1 F28L mutant substrate; one-dose inhibition, % at 30 µM; IC50 in µM for titrated hits; 340,000 tested, 0.6% active;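 active = first-screen hits whose inhibition reached a set limit at any dose in the follow-up dose series; inconclusive = inhibition above the set first-screen limit but never retested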;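 note: fluorescence reports GDP produced by GAP-driven GTP hydrolysis; strong numbers were not always called active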
AID2073: inhibitors of Mint1-CaV2.2 protein interaction, biochemical, HTRF (AID 2073); HTRF protein-protein interaction, Mint1-CaV2.2; higher % means a stronger effect; 290,000 tested, 0.19% active; one-dose inhibition, % at 20 µM; IC50 in µM for titrated hits; in the data active = inhibition mostly above about 51%, no sharp cut-off; inconclusive = no clear call, values can overlap the other calls; inactive = mostly below about 53%; note: some results filed as inactive read as strong as hits
SV40 large T antigen: TAg ATPase/helicase activity blockers – biochemical (AID 1903); 310,000 tested, 0.39% active; one-dose inhibition, % at 20 µM; IC50 in µM for titrated hits; SV40 large T antigen ATPase/helicase inhibition assay; higher % means a stronger effect; in the data active = a potency from the dose series; inconclusive = inhibition mostly from about 32% at the one dose, without a potency; inactive = the rest, 99 in 100 with inhibition below about 32%; note: strong numbers were not always called active
XIAP displacement: XIAP antagonists, biochemical, IAP family, fluorescence polarization (AID 1018) | XIAP BIR domain, fluorescence polarization peptide displacement; higher % means a stronger effect | one-dose displacement, % at 20 µM; IC50 in µM for titrated hits | 200,000 tested, 0.007% active; in the data active = displacement above about 50%; note: a part of the inactive calls stands beside numbers as strong as those of hits
NS5 inhibitors: Dengue-2 NS5 methyltransferase inhibitors, primary screen, biochemical, confirmation dose response (AID 588689) | Dengue-2 NS5 methyltransferase capping enzyme assay, biochemical; higher % means a stronger effect | inhibition, % at 25 µM; hits with a dose series show IC50 in µM | 340,000 tested, 0.3% active; in the data active = a potency from the dose series; inconclusive = inhibition above about 29% without an active follow-up result
RSV CPE inhibition: inhibition of RSV-induced cytopathic effect – HEp-2 cells, primary 10 µM value included (AID 2391) | HEp-2 cells, RSV-induced CPE inhibition; higher % means a stronger effect | one-dose CPE inhibition, % at 10 µM; IC50 in µM for titrated hits | 310,000 tested, 0.13% active; in the data active = a potency from the dose series; inconclusive = CPE inhibition mostly from about 23% at the one dose, without a potency; inactive = the rest, 99 in 100 with CPE inhibition below about 21%; note: strong numbers were not always called active
SIAH1 antagonists: Siah-1 peptide-binding antagonists, primary screen, biochemical, fluorescence polarization, rhodamine-plectin, uHTS (AID 1817) | Siah-1 / rhodamine-plectin peptide fluorescence polarization; higher % means a stronger effect | displacement, % at 20 µM, or IC50 in µM where a hit was titrated | 290,000 tested, 0.02% active;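 active = displacement of at least 50% at 20 µM, with a fluorescence ratio check between 0.3 and a set limit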;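 note: plate controls were Siah plus tracer with DMSO for no effect and tracer alone without Siah for full effect; strong numbers were not always called active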
NS5 inhibitors pilot replicate: second read-out of NS5 inhibitors, no call of its own (marks repeat the call); inhibition, %; measured here: pilot screen replicate inhibition
Starred values were filed as active, the others as inactive; ? = inconclusive; nt = no result given.

The first ten entries as a preview:
SMILES	HIV peptide binding	LYP phosphatase	MgcRacGAP inhibition	AID2073	SV40 large T antigen	XIAP displacement	NS5 inhibitors	RSV CPE inhibition	SIAH1 antagonists	others
COc1ccc(N2CCN(C(=O)COC(=O)CNC(=O)c3ccccc3)CC2)cc1	-0.1%	-10.5%	21.2%	7.8%	10.8%	nt	-9.7%	0.1%	4.3%
CSc1cccc(NC(=O)C2CCN(S(=O)(=O)c3ccc(F)cc3)CC2)c1	-2.1%	5.1%	9.7%	4.0%	3.8%	-6.8%	0.0%	5.0%	-4.5%
CC(=O)Nc1c(NC(=O)CC#N)[nH]c2c(c1=O)c(=O)n(C)c(=O)n2C	-1.4%	-6.2%	8.2%	-6.4%	21.6%	2.6%	0.9%	-0.2%	-5.7%
CC(C)OCCCNS(=O)(=O)c1ccc2ccccc2c1	-0.7%	-4.6%	-0.5%	-0.9%	19.7%	-3.7%	-3.2%	-0.6%	6.1%
CCCCN(C(=O)c1cc(CC)c(C)s1)c1c(N)n(CCC)c(=O)[nH]c1=O	nt	nt	5.2%	nt	13.4%	nt	2.2%	0.4%	nt
O=C(CCSc1ccc(Br)cc1)Nc1cccnc1	1.2%	-3.3%	1.9%	-0.3%	2.7%	-8.4%	9.0%	7.8%	0.4%
C/C(=N\OC(=O)c1ccc(OC(C)C)cc1)c1ccc(C)c(C)c1	1.1%	0.4%	6.5%	-3.7%	0.1%	-6.1%	-5.6%	?	2.5%
Cc1cnn(C(=O)c2ccccc2Br)c1	-3.5%	-4.4%	nt	-4.3%	1.6%	-4.0%	nt	0.2%	-0.2%
CCCCn1c(N)c(N(CCOC)C(=O)CN(C)S(=O)(=O)c2ccc(Cl)cc2)c(=O)[nH]c1=O	-1.9%	-4.4%	7.8%	3.2%	7.4%	nt	1.9%	1.7%	-5.3%
Cn1cc(S(=O)(=O)Nc2cccc3ccccc23)c(=O)n(C)c1=O	-2.5%	-6.3%	8.2%	9.9%	9.5%	nt	4.5%	1.9%	0.6%

All compounds of this part, from the start:
SMILES	HIV peptide binding	LYP phosphatase	MgcRacGAP inhibition	AID2073	SV40 large T antigen	XIAP displacement	NS5 inhibitors	RSV CPE inhibition	SIAH1 antagonists	others
COc1ccc(N2CCN(C(=O)COC(=O)CNC(=O)c3ccccc3)CC2)cc1	-0.1%	-10.5%	21.2%	7.8%	10.8%	nt	-9.7%	0.1%	4.3%
CSc1cccc(NC(=O)C2CCN(S(=O)(=O)c3ccc(F)cc3)CC2)c1	-2.1%	5.1%	9.7%	4.0%	3.8%	-6.8%	0.0%	5.0%	-4.5%
CC(=O)Nc1c(NC(=O)CC#N)[nH]c2c(c1=O)c(=O)n(C)c(=O)n2C	-1.4%	-6.2%	8.2%	-6.4%	21.6%	2.6%	0.9%	-0.2%	-5.7%
CC(C)OCCCNS(=O)(=O)c1ccc2ccccc2c1	-0.7%	-4.6%	-0.5%	-0.9%	19.7%	-3.7%	-3.2%	-0.6%	6.1%
CCCCN(C(=O)c1cc(CC)c(C)s1)c1c(N)n(CCC)c(=O)[nH]c1=O	nt	nt	5.2%	nt	13.4%	nt	2.2%	0.4%	nt
O=C(CCSc1ccc(Br)cc1)Nc1cccnc1	1.2%	-3.3%	1.9%	-0.3%	2.7%	-8.4%	9.0%	7.8%	0.4%
C/C(=N\OC(=O)c1ccc(OC(C)C)cc1)c1ccc(C)c(C)c1	1.1%	0.4%	6.5%	-3.7%	0.1%	-6.1%	-5.6%	?	2.5%
Cc1cnn(C(=O)c2ccccc2Br)c1	-3.5%	-4.4%	nt	-4.3%	1.6%	-4.0%	nt	0.2%	-0.2%
CCCCn1c(N)c(N(CCOC)C(=O)CN(C)S(=O)(=O)c2ccc(Cl)cc2)c(=O)[nH]c1=O	-1.9%	-4.4%	7.8%	3.2%	7.4%	nt	1.9%	1.7%	-5.3%
Cn1cc(S(=O)(=O)Nc2cccc3ccccc23)c(=O)n(C)c1=O	-2.5%	-6.3%	8.2%	9.9%	9.5%	nt	4.5%	1.9%	0.6%
CCCNS(=O)(=O)c1ccc(OCC(=O)Nc2ccc3c(c2)OCCO3)c(C)c1	nt	nt	7.5%	nt	6.6%	nt	-2.9%	-1.3%	nt
O=C(CSc1nnc(-c2ccccc2)n1C1CCCCC1)Nc1ccc(S(=O)(=O)Nc2ccccn2)cc1	0.9%	6.6%	8.1%	5.1%	7.0%	-4.4%	-9.0%	1.5%	10.4%
Cc1nn(CC(=O)Nc2ccc3c(c2)nc2n3CCOC2)c(=O)c2ccccc12	0.8%	-4.1%	0.3%	-8.7%	-0.6%	-8.7%	-3.4%	4.7%	-6.3%
CN(C)c1cccc2c1c(NC(=O)Nc1ccc(Cl)cc1Cl)nn2C	-1.5%	-3.1%	12.7%	1.5%	8.9%	nt	7.7%	nt	0.9%
O=S(=O)(c1ccccc1)N1CCN=C1SCc1ccc(Cl)cc1	0.2%	-2.1%	13.8%	?	21.5%	-8.5%	-16.0%	12.5%	0.5%
COc1ccc(-n2nc(C(=O)NCC(=O)N3CCN(Cc4ccccc4)CC3)c3ccccc3c2=O)c(OC)c1	-1.0%	4.8%	3.1%	20.4%	-17.9%	nt	-9.8%	0.3%	-4.4%
O=C(c1ccc2c(=O)n3c(nc2c1)CCCCC3)N1CCN(c2ccccc2F)CC1	1.0%	6.6%	2.5%	-2.8%	8.2%	nt	0.0%	0.6%	-2.9%
Cc1ccc(S(=O)(=O)N(CC(=O)N2CCCCC2)c2cccc(C)c2)cc1	1.2%	-4.1%	1.1%	-2.4%	8.1%	-5.6%	0.0%	-0.3%	8.6%
CC1CC(C)CN(C(=O)COC(=O)C2CCN(S(=O)(=O)c3c(Cl)cccc3Cl)CC2)C1 (stereo not drawn)	nt	nt	0.1%	nt	12.6%	nt	0.0%	3.0%	nt
CN1C2CCC1/C(=C\c1ccccc1)C(=O)/C2=C\c1ccccc1	0.8%	-5.3%	12.8%	-6.2%	2.0%	-1.8%	-7.0%	18.1%	2.9%
CCOC(=O)c1cn(Cc2cccc(Cl)c2)nn1	0.5%	-0.7%	6.9%	-2.2%	2.2%	-1.8%	-3.9%	-0.5%	1.8%
CCOc1nc(NC2CCCCC2)nc(NC(C)(C)C)n1	1.7%	0.4%	2.6%	2.6%	3.2%	-4.1%	1.6%	5.1%	4.9%
O=C(C1=C[C@H](C2CCCCC2)C[C@H](OCc2ccc(CO)cc2)O1)N1CCN(Cc2ccccc2)CC1	1.9%	3.9%	12.1%	5.4%	2.1%	-6.1%	-7.0%	-4.1%	-2.9%
Cc1ccc(-n2nc(C)c3c(C(=O)OCC(=O)N(C)C4CCS(=O)(=O)C4)cc(-c4ccccc4)nc32)cc1 (stereo not drawn)	4.4%	-4.6%	9.9%	13.5%	3.8%	-8.9%	18.9%	2.2%	1.5%
C=CCN(c1ccc(Cl)cc1)S(=O)(=O)c1cccc(C(=O)OCC(=O)N(C)C)c1	-0.4%	4.1%	3.5%	-13.3%	15.5%	-6.6%	-6.1%	1.8%	-3.4%

Other results.
SMILES	HIV peptide binding	LYP phosphatase	MgcRacGAP inhibition	AID2073	SV40 large T antigen	XIAP displacement	NS5 inhibitors	RSV CPE inhibition	SIAH1 antagonists	others
CSc1nnc(Cn2c(=O)sc3ccccc32)n1C	-0.9%	0.5%	-3.6%	5.8%	1.1%	-5.5%	-1.4%	2.4%	-3.8%
Cc1cc(C)nc(/N=C(\N)Nc2ccc(F)c([N+](=O)[O-])c2)n1	-1.5%	-0.1%	3.9%	4.2%	7.5%	-0.7%	-1.9%	2.2%	2.4%	NS5 inhibitors pilot replicate=-7.3
CCOc1ccccc1C(=O)Nc1nnc(SCC(=O)Nc2cc(C)on2)s1	1.4%	-1.1%	5.7%	34.3%	15.8%	-9.2%	-0.7%	-0.2%	-0.3%
Cc1cccc(Nc2nnc(SC/C(O)=C(\C#N)c3nc4ccccc4[nH]3)s2)c1	9.9%	-1.9%	6.4%	9.4%	7.8%	-2.4%	-0.7%	1.7%	-8.7%
Cc1ccc(C(=O)OCC(=O)Nc2sc3c(c2C#N)CCCC3)cc1NC(=O)c1ccco1	13.9%	9.7%	4.6%	22.8%	-0.6%	-23.0%	-5.6%	8.1%	1.8%
Cc1ccc(NC(=O)CNC(=O)Cc2cccc3ccccc23)nc1	6.0%	-9.3%	8.9%	5.8%	5.7%	nt	2.9%	1.2%	-0.3%
C=C(C)COc1ccc(-c2ncnc(C(F)(F)F)c2-c2ccccc2)c(O)c1	0.7%	2.4%	10.1%	2.5%	1.6%	nt	-3.4%	12.7%	-1.7%
COc1ccc(/C=C2\SC(=O)N(CC(=O)Nc3ccc(F)cc3)C2=O)cc1O	-2.9%	-3.2%	2.7%	-2.6%	18.2%	nt	-7.2%	3.7%	0.1%	NS5 inhibitors pilot replicate=8.7
Cc1ccc(S(=O)(=O)N2CCN(C(=O)Cn3nc(C)c([N+](=O)[O-])c3C)CC2)c(C)c1	-1.2%	-8.8%	0.9%	3.2%	13.0%	nt	0.0%	1.3%	-6.8%
CCC(C)[C@H](NC(=O)NCc1ccccc1)C(=O)O (stereo partly drawn)	-1.4%	-2.0%	3.3%	3.4%	10.8%	-7.4%	-5.6%	0.6%	-1.4%
NC(=O)CC(NC(=O)c1ccc(Br)cc1)c1ccc(N2CCN(c3ccc(F)cc3)CC2)c([N+](=O)[O-])c1 (stereo not drawn)	-2.0%	-4.0%	-0.4%	-6.2%	-1.7%	nt	-0.4%	-2.8%	3.6%
O=C(NC1CCCCC1)c1ccc(NS(=O)(=O)c2cccc3cccnc23)cc1	-0.2%	-2.1%	-20.6%	-5.0%	13.4%	2.7%	4.0%	-1.6%	0.0%
CC(C)C[C@H](NC(=O)N1c2ccccc2NC(=O)[C@@H]1C(C)C)C(=O)N[C@@H](Cc1ccccc1)C(=O)O	-0.3%	0.2%	-0.3%	3.2%	7.4%	nt	-0.7%	0.2%	5.4%
COc1cccc2cc(C(=O)OC3CCN(C)CC3)c(=O)oc12	3.5%	5.6%	20.3%	5.3%	1.2%	-5.4%	-3.5%	-0.6%	-4.9%
NC(=O)CSc1ccc(Br)cc1	-1.9%	-4.6%	0.8%	-4.3%	23.4%	-6.8%	-6.5%	-0.1%	8.8%
CCN(CCCCN1C(=O)c2ccccc2C1=O)c1ccc2c(c1)C(=O)N(C)C2=O	-0.2%	-2.1%	2.3%	24.2%	9.0%	-4.9%	-0.7%	6.9%	13.1%
CCOC(=O)c1cnc2ccc(C(=O)OC)cc2c1Nc1ccc2c(c1)OCCO2	-0.7%	8.2%	-16.5%	11.5%	7.2%	-6.4%	-0.7%	-1.3%	-1.8%
CCc1ccc(N(C(=O)C(F)(F)F)C(C(=O)NC2CCCCC2)c2ccncc2)cc1 (stereo not drawn)	2.3%	-7.3%	3.0%	24.3%	1.9%	-0.8%	0.7%	-0.8%	8.0%
